CatG inh: cathepsin G (human) inhibition; AID 581; inhibition, % at 5 µM (by protocol); purified enzyme, AMC-tetrapeptide fluorescence, pooled mixtures; 62,000 tested, 0.2% active; P08311;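 active means inhibition above 20% in each of the two mixture wells holding the compound; inactive means inhibition of 20% or less in either well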;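 further: 0% = enzyme control without mixture and 100% = blank lacking enzyme; strong numbers were not always called active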
Target sequence (P08311 21-244 limits assumed): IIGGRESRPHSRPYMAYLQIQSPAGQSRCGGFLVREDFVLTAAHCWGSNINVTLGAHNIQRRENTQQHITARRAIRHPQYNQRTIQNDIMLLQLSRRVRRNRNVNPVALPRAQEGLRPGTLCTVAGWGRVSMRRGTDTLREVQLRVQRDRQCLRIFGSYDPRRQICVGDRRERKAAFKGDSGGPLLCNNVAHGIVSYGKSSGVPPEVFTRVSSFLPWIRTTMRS
FXIIa mix inh: blocks human factor XIIa in pooled compound mixtures. AID 684. purified FXIIa, fluorogenic substrate. 62,000 tested, 0.2% active. inhibition, % at 5 µM;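 further: 0% = enzyme without compound and 100% = no enzyme blank; some results filed as inactive read as strong as hits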
Target sequence (P00748 20-372 limits assumed): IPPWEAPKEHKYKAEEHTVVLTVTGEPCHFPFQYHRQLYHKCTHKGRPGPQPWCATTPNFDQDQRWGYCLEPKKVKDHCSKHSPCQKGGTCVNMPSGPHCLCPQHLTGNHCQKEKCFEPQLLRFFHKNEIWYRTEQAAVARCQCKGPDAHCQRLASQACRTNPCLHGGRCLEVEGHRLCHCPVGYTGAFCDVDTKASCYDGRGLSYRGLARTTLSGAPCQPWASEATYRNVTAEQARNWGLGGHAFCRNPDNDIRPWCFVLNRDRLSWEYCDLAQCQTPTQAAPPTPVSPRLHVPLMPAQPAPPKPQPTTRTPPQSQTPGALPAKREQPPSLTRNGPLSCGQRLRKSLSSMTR
Target sequence (P00748 373-615 limits assumed): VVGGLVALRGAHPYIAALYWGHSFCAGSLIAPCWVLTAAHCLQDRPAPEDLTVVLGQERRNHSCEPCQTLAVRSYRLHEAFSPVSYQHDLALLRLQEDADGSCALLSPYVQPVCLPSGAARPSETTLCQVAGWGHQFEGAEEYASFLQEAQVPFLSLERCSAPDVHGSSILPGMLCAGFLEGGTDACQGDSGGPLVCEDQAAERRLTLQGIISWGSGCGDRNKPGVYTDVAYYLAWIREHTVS
HTR1A agonist: activates the human 5-HT1a serotonin receptor; P08908; CHO 5-HT1a Ga15 NFAT-bla reporter, FRET ratio; 0% basal, 100% maximal reference agonist; activation, % at 10 µM; 65,000 tested, 0.56% active;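 active means activation above the screen-wide mean activation plus 3 SD, cut at about 19% in these data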;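 further: 0% = DMSO wells and 100% = 5-CT at EC100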
Hsp90 inh: displaces geldanamycin probe from tumor Hsp90; NCI-N417 lysate Hsp90, Cy3B-geldanamycin FP displacement; 64,000 tested, 0.35% active; inhibition, % at 30 µM; P07900; AID 429;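 active means inhibition above 50%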;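 further: 0% = tracer plus lysate wells and 100% = tracer alone without lysate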
CatL inh: blocks human cathepsin L protease activity. P07711. purified cathepsin L, fluorogenic substrate, fluorescence. inhibition, %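 (tested at 10 µM)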. 58,000 tested, 0.17% active; in the data active means inhibition above about 45%;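 further: 0% = enzyme with no compound and 100% = no enzyme blank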
C1s block: human complement C1s inhibition; P09871; 62,000 tested, 0.16% active; AID 538; mean inhibition % of two 10-compound mixtures (active compounds read high), % at 5 µM (by protocol); purified C1s, fluorogenic AMC substrate, pooled mixtures;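 active means inhibition above 20% in each of the two 10-compound mixture wells holding the compound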;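 further: 0% = enzyme wells lacking compound mixture and 100% = no-enzyme blank wells; some compounds called inactive have numbers as strong as hits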
FXIa inh mix: inhibitors of human coagulation factor XIa, pooled mixtures | 62,000 tested, 0.19% active | inhibition, % at 5 µM | AID 680 | P03951 | purified FXIa, fluorogenic substrate;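 further: each value is inhibition by a whole ten-compound pool holding the compound; 0% = enzyme with no mixture and 100% = wells lacking enzyme; strong numbers were not always called active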
MKP-1 inh: human dual specificity phosphatase 1 inhibition; 65,000 tested, 0.15% active; AID 374; recombinant MKP-1, OMFP hydrolysis fluorescence; inhibition, %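 (compounds tested at a single concentration somewhere between 10 and 100 µM)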;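 active means inhibition above about 50%, limit read from the data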;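 further: 0% = DMSO max control wells and 100% = wells with enzyme stopped by NaOH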
Cdc25B block: human M-phase inducer phosphatase 2 inhibition | 65,000 tested, 0.1% active | P30305 | recombinant Cdc25B, OMFP fluorescence Ex485/Em525 | inhibition, %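 (compounds tested at 10 µM final in the well)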 | AID 368; in the data active means inhibition above about 50%
* hit, by the source's call; . = not tested or not shown. Unless noted, no stated cut-off is given here; in the data, active means inhibition above about 20% (passing the limit was not always enough); inactive means the rest.

Second line of a record – CatG inh, FXIIa mix inh, HTR1A agonist, Hsp90 inh, CatL inh, C1s block, FXIa inh mix, MKP-1 inh, Cdc25B block
1: Cc1cc(C)c2[nH]c(=O)c(C(c3nnnn3CC3CCCO3)N3CCC(C)CC3)cc2c1 (configuration not stated)
 : -1, 2, -0.5, -6, 0, -18, -3, -14, -2
2: O=c1[nH]c(SCc2n[nH]c(=S)n2-c2ccccc2)nc2ccccc12
 : 10, 0, 0.2, -2, 9, 13, 7, 10, -11
3: CCCCS(=O)CC(CS(=O)CCCC)OC(=O)c1ccccc1 (configuration not stated)
 : -2, -13, -2.9, -2, ., -11, 8, -4, -8
4: Cc1c(C(=O)O)oc2c1C(O)CC(C)(C)C2 (configuration not stated)
 : 13, -19, 0.9, -2, 18, 20, 20, -14, 5
5: CC1CCC(NC(=O)CN2C(=O)C3CCCN3c3ncc(Cl)cc32)CC1 (configuration not stated)
 : 0, 14, -2.9, -10, -4, -36, 9, 8, -4
6: O=C1c2[nH]nc(-c3ccccc3O)c2C(c2cccc(Cl)c2)N1Cc1ccco1 (configuration not stated)
 : -6, 9, -0.9, -1, 3, -52, -2, 26, 11
7: CC1CN(S(=O)(=O)c2cn(C)c(=O)n(C)c2=O)CC(C)O1 (configuration not stated)
 : 11, 2, -2.0, 1, -3, 15, 5, 1, -5
8: O=C(c1ccccc1Cl)N1CCCC(c2nc3c(nnn3Cc3ccccc3)c(=O)[nH]2)C1 (configuration not stated)
 : 0, 1, 0.8, 0, 12, -5, -2, 14, 3
9: Cc1ccc2c(c1)-c1c(cnn1CC(=O)N(CCC#N)c1ccccc1)CO2
 : -4, 5, 1.7, 2, ., -5, 7, 5, -8
10: CCCN(CCC)C(=O)c1ccc2c(c1)N(Cc1ccccc1)C(=O)CS2=O (configuration not stated)
 : -2, 5, 0.0, 0, ., -9, 7, 12, -1

Remaining list, next part
Second line of a record – CatG inh, FXIIa mix inh, HTR1A agonist, Hsp90 inh, CatL inh, C1s block, FXIa inh mix, MKP-1 inh, Cdc25B block
11: CCCCN(c1ccccc1)S(=O)(=O)c1ccc2c(c1)CCN2C(=O)CCC(=O)O
 : 8, -13, 1.6, 0, 4, 10, 7, 33, 0
12: O=C(NCC1CCCO1)c1cc2ccccc2[nH]1 (configuration not stated)
 : -4, 2, -4.2, -9, -16, 2, -2, 5, -14
13: Brc1ccc(-c2cnnc(N3CCCC3)n2)cc1
 : ., ., -3.3, -6, 2, ., ., -2, -4
14: CN1CCN(CC(C)(C)NS(=O)(=O)c2ccc(Cl)cc2)CC1
 : 0, -21, -3.9, 5, -4, 1, 6, 4, -10
15: CC(C)CCn1c(SCC(N)=O)nc2c1c(=O)n(C)c(=O)n2C
 : -2, 5, -2.2, 1, -9, 1, 7, 4, -9
16: Cn1c(N)c(C(=O)COC(=O)Cn2cc(C(F)(F)F)ccc2=O)c(=O)n(C)c1=O
 : 35, 2, -0.8, -2, 0, 23, 5, 2, -6
17: CC1(C)Cc2nc3n[nH]c(N)c3cc2CO1
 : -15, -4, -0.5, -1, -3, -39, 1, -1, -1
18: CC(OC(=O)c1cccs1)C(=O)NCC1CCCO1 (configuration not stated)
 : -5, 4, 0.8, -1, -7, -18, 4, -17, 1
19: O=C(Oc1ccccc1)c1ccc(COC(=O)c2cnccn2)cc1
 : 43, 6, -2.0, -1, -5, -7, 4, 7, -16
20: COC(=O)c1ccc(CSc2nnc3ccccn23)o1
 : 5, 10, -1.2, -1, 6, 2, -3, 1, 7

Carrying on:
Second line of a record – CatG inh, FXIIa mix inh, HTR1A agonist, Hsp90 inh, CatL inh, C1s block, FXIa inh mix, MKP-1 inh, Cdc25B block
21: CCOc1ccccc1N1C(=O)c2ccc(C(=O)Nc3cccnc3)cc2C1=O
 : -1, 14, -0.8, -1, -9, -38, 3, 0, -9
22: COc1ccc(N(C)C(=O)CCC(=O)Nc2ccc3nc(N4CCOCC4)cc(C)c3c2)c(OC)c1
 : 52, 1, -3.7, 2, 6, 4, 8, 29, -18
23: CC(=O)c1c(C)[nH]c(C(=O)OC2CCOC2=O)c1C (configuration not stated)
 : 1, 9, -3.1, -2, -11, -23, 5, -3, -1
24: CCOC(=O)c1cccc(NC(=O)CSc2nnc(-c3ccncc3)n2CCCOC)c1
 : 0, 4, -1.5, -2, -11, 4, 9, 28, -3
25: CCn1c(C)c2c(C)nnc(C)c2c1C
 : -5, 5, -1.4, ., 14, -64, -4, 14, -17
26: O=C(O)CCN(CCC(=O)O)c1nnc(SCc2ccccc2)s1
 : 15, -16, 1.5, 0, 13, -12, 4, -8, -5
27: Cc1ccc(S(=O)(=O)NC(=NCC(=O)O)c2ccccc2)cc1
 : 0, -16, -2.5, -4, ., -41, -6, 6, 3
28: O=C(CSc1nccc(=O)[nH]1)N1CCCc2ccccc21
 : -4, 17, -2.2, -16, -3, -2, 0, 19, -12
29: COC(=O)/C(=C1/Oc2cc3c(cc2S1)OCO3)C(F)(F)F
 : -7, 4, 0.7, 3, 8, -41, 6, -2, -13
30: Cc1ccc(CSC2=NCCN2C(=O)c2ccco2)cc1
 : -3, -20, -2.5, -4, 3, 5, 8, -8, -4

The listing continues:
Second line of a record – CatG inh, FXIIa mix inh, HTR1A agonist, Hsp90 inh, CatL inh, C1s block, FXIa inh mix, MKP-1 inh, Cdc25B block
31: O=C(CSc1nnc(-c2ccncc2)n1Cc1ccco1)Nc1ccccc1Cl
 : -4, 3, -0.7, -4, 13, -11, -3, 0, -7
32: CCOC(=O)N1CCN(C(=O)c2cn(-c3ccc(C)c(C)c3)c(=O)c3ccccc23)CC1
 : 11, 3, 0.3, ., -5, -8, -4, 1, -6
33: Cc1ncc(C23CC4CC(CC(C4)C2)C3)[nH]1
 : 0, 0, -3.3, -4, 0, -27, 11, 1, -2
34: CC1(C)NC(=O)N(CCOc2cccc(Cl)c2Cl)C1=O
 : 5, -11, -1.4, 0, -2, -3, 7, -7, -16
35: CCC(C)NS(=O)(=O)c1ccc(NS(C)(=O)=O)cc1 (configuration not stated)
 : 7, 10, -2.4, -2, ., 0, 1, -1, -7
36: CCOC(=O)Cn1c(=O)oc2cc(S(=O)(=O)NCc3ccccn3)ccc21
 : 6, 10, -1.3, -1, ., -19, -2, 6, -12
37: O=C(NCc1ccco1)C(c1cccs1)N(Cc1ccccc1)C(=O)Cn1nnc2ccccc21 (configuration not stated)
 : 9, -21, -1.9, -1, 7, -6, 15, 14, 8
38: Cc1cccc2cc3c(N)c(C#N)sc3nc12
 : 4, 0, 0.6, -6, 11, -44, -4, -7, -13
39: Cc1ccc(S(=O)(=O)NC(CC(=O)O)c2ccccc2)c(C)c1 (configuration not stated)
 : -2, 3, -2.0, -3, 11, -35, -1, 7, -10
40: COc1ccc(C2N3CC4(C)CN2CC(C)(C3)C4)cc1OC (configuration not stated)
 : 10, 6, -0.6, ., 1, 15, 8, 5, -11

(next part)
Second line of a record – CatG inh, FXIIa mix inh, HTR1A agonist, Hsp90 inh, CatL inh, C1s block, FXIa inh mix, MKP-1 inh, Cdc25B block
41: COc1ccc(CNc2nc(-c3cccnc3)nn2C(=O)c2cccs2)cc1
 : 3, 5, 0.0, -1, 7, -4, 5, 6, -6
42: O=C1CSC(c2cccs2)N1c1ccccc1 (configuration not stated)
 : 12, 6, -0.9, -2, 0, 16, 3, 18, 8
43: CCOCCCNc1nc(=S)[nH]c2cc(OC)c(OC)cc12
 : -4, 3, 0.1, -4, -3, -25, -9, 10, 8
44: Cc1nn(-c2ccccc2)c2c1C(c1ccco1)C(C#N)=C(N)O2 (configuration not stated)
 : 12, 3, -1.0, -5, 17, 16, 6, -12, -1
45: CCN1CCN(Cc2c(O)ccc3c(=O)c(-c4ccccc4OC)coc23)CC1
 : 4, 2, -2.4, -1, -28, -35, 3, 0, -9
46: CCCCOC(=O)Cn1cnc2ccc(Br)cc2c1=O
 : 3, -1, -0.4, -5, -7, 1, 9, -5, 14
47: CN(C)S(=O)(=O)N1CCN(CC(O)COc2ccc3cc(Br)ccc3c2)CC1 (configuration not stated)
 : 0, 0, 0.8, -2, 0, 1, 7, 22, -21
48: CCOc1ccc2c(c1)n([O-])c1c([n+]2=O)CCCC1
 : ., ., 0.8, -7, 36, ., ., 0, -4
49: O=C1CC(c2ccc3c(c2)OCO3)Sc2nc3ccccc3n21 (configuration not stated)
 : -4, 8, -1.7, 5, 3, -2, 3, -20, -8
50: CSc1nc(N2CCCC2)c2c(c1C#N)CC(C)(C)OC2
 : ., ., 0.7, -4, -3, ., ., -21, -30

Additional results
Second line of a record – CatG inh, FXIIa mix inh, HTR1A agonist, Hsp90 inh, CatL inh, C1s block, FXIa inh mix, MKP-1 inh, Cdc25B block
51: CN(C)C(=O)c1c(-c2ccccc2)oc2ccc(O)cc12
 : -5, 6, -0.7, ., ., 25, 5, 4, -11
52: Cc1[nH]nc(N=CC2=C(O)CC(C)(C)CC2=O)c1-c1ccc(Cl)cc1
 : -9, 3, -1.4, -1, 7, -16, -11, 21, -6
53: COc1ccc(S(=O)(=O)NCCC(=O)NCc2ccccc2)cc1
 : 9, 7, -1.2, -3, 10, -17, 13, 30, -12
54: COc1ccccc1C(CCN(Cc1cccs1)C(C)=O)c1ccco1 (configuration not stated)
 : 1, 2, 2.8, -11, -16, 1, 10, 30, 4
55: CCn1c(CC(=O)Nc2ccc(C)cc2)nnc1SCC(=O)NCc1ccccc1
 : 8, 10, -3.0, -1, 7, 10, 7, 3, -5
56: COc1ccccc1OCC(=O)Nc1ccc(S(=O)(=O)N2CCCCCC2)cc1
 : 8, 1, 1.2, -2, 27, 10, 5, 1, -19
57: C=CCSc1nc(C)c(CC(=O)OCC(C)C)c(=O)[nH]1
 : 10, -18, -1.4, 1, 12, 12, 14, 7, 6
58: O=C(NCCOc1ccccc1)c1cc2ccccc2o1
 : 7, 18, -4.2, 0, 9, -18, -7, 9, 3
59: O=C(COc1ccccc1)n1nc(-c2ccc(Cl)cc2)nc1NCc1ccco1
 : 13, 6, -1.4, 2, 20, 11, 12, -2, -2
60: COc1ccc(C(=S)N(C)C)cc1OC
 : 10, 0, 1.6, -4, 3, 12, 6, -1, -6

Part of the list above, showing only FXIa inh mix:
no.	SMILES	FXIa inh mix
57	C=CCSc1nc(C)c(CC(=O)OCC(C)C)c(=O)[nH]1	14
31	O=C(CSc1nnc(-c2ccncc2)n1Cc1ccco1)Nc1ccccc1Cl	-3

3 compounds already listed, ordered by their value in CatL inh, largest number first.
no.	smiles	CatL inh
53	COc1ccc(S(=O)(=O)NCCC(=O)NCc2ccccc2)cc1	10
58	O=C(NCCOc1ccccc1)c1cc2ccccc2o1	9
55	CCn1c(CC(=O)Nc2ccc(C)cc2)nnc1SCC(=O)NCc1ccccc1	7

(listing goes on)
Second line of a record – CatG inh, FXIIa mix inh, HTR1A agonist, Hsp90 inh, CatL inh, C1s block, FXIa inh mix, MKP-1 inh, Cdc25B block
61: COc1ccc(OC)c(NC(=O)Cc2coc3ccc(C)cc23)c1
 : 34, -14, -2.9, 10, 9, 35, 29, 8, -14
62: O=C(NCCc1ccccc1)C1CCCN(S(=O)(=O)c2cccnc2)C1 (configuration not stated)
 : -4, 2, -0.7, 0, 7, -35, 7, 11, 2
63: COc1ccc(S(=O)(=O)NCCc2csc(C)n2)cc1C
 : 2, 7, -2.5, -4, -1, -1, 4, 5, -8
64: COc1cc(C(=O)NCC2CCCO2)ccc1OCc1c(C)noc1C (configuration not stated)
 : 7, 1, -1.5, ., -7, 3, -1, 13, 4
65: COC(=O)CSc1nnc(-c2ccccc2OC)o1
 : -14, 1, -2.4, -2, -8, -3, 3, 8, -1
66: Cc1ccc(C)c(-n2nnnc2Sc2nnnn2-c2ccccc2)c1
 : 1, 2, -0.6, -3, 2, -18, 4, -7, -15

Compound activity (PubChem)
